HePTP inhibitor – inhibitors of human HePTP phosphatase. P35236. recombinant HePTP phosphatase activity, OD absorbance. inhibition, % at 20 µM. 0.64% of 110,000 active. AID 521; in the data active = inhibition above about 50%;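 note: plate controls were vehicle for no effect and reference inhibitor for full effect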
Target sequence (P35236 whole entry, looked up): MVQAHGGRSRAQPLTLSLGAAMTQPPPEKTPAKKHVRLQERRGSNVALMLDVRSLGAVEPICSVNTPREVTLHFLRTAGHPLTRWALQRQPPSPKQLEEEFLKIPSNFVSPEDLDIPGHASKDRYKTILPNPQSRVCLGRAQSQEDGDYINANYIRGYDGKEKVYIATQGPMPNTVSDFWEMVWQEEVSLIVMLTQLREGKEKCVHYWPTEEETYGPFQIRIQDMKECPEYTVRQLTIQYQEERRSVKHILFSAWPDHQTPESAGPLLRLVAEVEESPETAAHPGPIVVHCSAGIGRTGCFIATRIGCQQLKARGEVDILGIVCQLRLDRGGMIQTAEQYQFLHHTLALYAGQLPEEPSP
BAP1 block – blocks human BAP1 ubiquitin-AMC hydrolysis | recombinant BAP1, Ub-AMC hydrolysis fluorescence kinetic; active compounds read low | activity remaining (% of control), % at 20 µM | Q92560 | 0.48% of 72,000 active;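 active = activity remaining at or below 50% of control, provided the compound also passes the data quality filters; inactive = the rest, including low values that fail the filters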;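 note: 100% = DMSO wells rate and 0% = substrate alone blank rate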
Target sequence (Q92560 whole entry, looked up): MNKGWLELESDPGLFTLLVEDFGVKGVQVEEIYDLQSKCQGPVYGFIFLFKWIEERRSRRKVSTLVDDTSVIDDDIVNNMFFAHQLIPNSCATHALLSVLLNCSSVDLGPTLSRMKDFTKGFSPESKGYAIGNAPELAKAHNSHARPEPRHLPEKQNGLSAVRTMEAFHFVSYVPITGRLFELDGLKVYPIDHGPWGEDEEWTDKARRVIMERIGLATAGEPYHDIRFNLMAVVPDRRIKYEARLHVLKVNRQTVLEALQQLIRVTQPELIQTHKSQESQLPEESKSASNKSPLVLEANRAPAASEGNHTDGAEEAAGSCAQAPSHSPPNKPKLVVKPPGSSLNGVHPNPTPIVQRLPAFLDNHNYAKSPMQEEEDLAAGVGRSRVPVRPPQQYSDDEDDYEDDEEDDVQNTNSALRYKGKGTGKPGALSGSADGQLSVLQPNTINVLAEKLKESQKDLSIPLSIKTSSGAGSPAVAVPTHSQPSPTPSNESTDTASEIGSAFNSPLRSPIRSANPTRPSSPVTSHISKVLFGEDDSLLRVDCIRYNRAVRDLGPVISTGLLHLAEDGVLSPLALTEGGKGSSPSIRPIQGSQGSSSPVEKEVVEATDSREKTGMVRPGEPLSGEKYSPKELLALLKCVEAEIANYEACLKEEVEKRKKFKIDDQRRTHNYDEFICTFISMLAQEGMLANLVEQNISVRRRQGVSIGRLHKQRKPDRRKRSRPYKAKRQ
The depositor's hits bear a star; i = inactive; · = no result given; & = joins results of further samples.

SMILES	HePTP inhibitor	BAP1 block
Cc1nnc2ccc(N3CCC(C(N)=O)(N4CCCCC4)CC3)nn12	8	101
CC(C)OC(=O)c1cccc(C(=O)OCc2ccco2)n1	1	77
O=C(Cn1c(C(=O)c2ccccc2)nc2ccccc21)c1ccc(Br)cc1	-5	·
COCCN(CC(=O)Nc1ccc(F)cc1)S(=O)(=O)c1ccc(S(=O)(=O)N2CCCC2)cc1	0	85
COc1ccccc1OCCOc1ccc(/C=C2/SC(=S)N(C)C2=O)cc1	8	·
COc1ccc(OC)c(N=Cc2c(O)n(-c3ccc(F)cc3)c(=O)[nH]c2=O)c1	6	·
CCOC(=O)c1sc2ncn(/N=C/c3ccc(O)cc3)c(=O)c2c1C	9	·
O=C(Nc1ccccc1C(=O)O)c1ccc2c(c1)C(=O)N(c1ccc(Br)cc1)C2=O	4	·
CCOc1ccccc1C(=O)NC(C(=O)Nc1ccccc1N1CCOCC1)C(C)C (stereo not given)	6	123
CCOC(=O)C(C(=O)OCC)C1N=C(N)N=C2Oc3ccccc3N21 (stereo not given)	3	·
CCOC(=O)c1c(NC(=O)/C=C/c2ccc3c(c2)OCO3)sc(C)c1C	9	·
O=c1c(C/C=C/c2ccccc2)c(O)nc2n1CCCS2	-12	89
CCC1(C)Cc2c(sc3nc(SCc4ccccc4)[nH]c(=O)c23)CO1 (stereo not given)	-2	·
CCOC(=O)COc1cccc2c(=O)n(CC(=O)N3CCN(C(=O)OCC)CC3)ccc12	-6	90
CSc1nnc2n(-c3ccccc3)c(=O)c3c4c(sc3n12)CCCCC4	2	·
CSc1ncc(Cl)c(C(=O)Nc2ccc(S(=O)(=O)N3CCOCC3)cc2)n1	6	119
Cc1ccc(NC(=O)Cn2c3ccccc3c(=O)c3ccccc32)cc1C	·	197
COc1ccc2[nH]c3c(=O)n(CCCCC(=O)N4CCC(C(N)=O)CC4)c(=S)[nH]c3c2c1	0	88
c1coc(-c2nnc3sc(C4CCCCC4)nn23)c1	5	91
O=C(CCC(=O)N1CCN(C2CCCC2)CC1)Nc1nnc(C(F)(F)F)s1	0	100
Cc1ccc(C2=NN3C(C2)c2ccccc2OC3c2ccc(O)cc2)cc1 (stereo not given)	-6	·
CC(=O)N/N=C/c1cc(C)n(-c2cc(Cl)cc(Cl)c2)c1C	-22	·
O=C(CSc1nnnn1-c1ccccc1)Nc1ccc2nc(SCc3ccccc3)sc2c1	-6	·
CCOc1ccc(-c2nn3c(-c4ccc(F)cc4)nnc3s2)cc1	-1	69
CC1=C(C(=O)Nc2cccc(C)c2)C(c2cc(Br)ccc2O)NC(=O)N1 (stereo not given)	0	·
CCCCn1c2c(c(=N)c3c1CCC3)CCC2	12	95
Oc1ccccc1C1N(Cc2ccccc2)CCN1Cc1ccccc1	·	132
CC(=O)[C@@]1(O)CC[C@H]2[C@@H]3CCC4=CC(=O)CC[C@]4(C)[C@H]3[C@@H](O)C[C@@]21C	3	56
COc1ccc(CCC(=O)N2c3ccccc3CC2C)cc1 (stereo not given)	-4	124
COc1cc(/C=C2\N=C(c3cccc(Br)c3)OC2=O)cc(OC)c1OC	-9	·
COc1ccc(N(CC(=O)Nc2ccc(C)cn2)S(=O)(=O)c2c(C)noc2C)cc1	9	102
COc1ccc(C(C)=O)cc1CSc1nnc(C)s1	-4	100
COc1cc(S(=O)(=O)N2CCC(O)(c3cccc(C(F)(F)F)c3)CC2)ccc1-n1cnnn1	9	76
COc1ccccc1-c1coc2c(CN(CC(C)C)CC(C)C)c(O)ccc2c1=O	-13	·
CCC(=O)NCCCCNC(=O)CC	3	88
CCOC(=O)c1c(N=c2oc3cc(O)ccc3cc2C(=O)Nc2ccccc2)sc2c1CCCC2	·	54
O=C(NCc1ccncc1)C(=O)Nc1nccs1	-8	·
CN(CC(=O)NCCCN1CCOCC1)S(=O)(=O)c1ccc(Br)cc1	4	92
CCCCNC(=O)CSc1nnc(-c2ccco2)n1C	4	113
C=CCn1c(N2CCCCCC2)nc2c1c(=O)[nH]c(=O)n2C	·	103
COc1ccc(NC(=O)c2cc3ccccc3oc2=O)c(OC)c1	3	·
OCCN1CCN(CCCN2c3ccccc3Sc3ccc(C(F)(F)F)cc32)CC1	11	139&96
COc1cccc(NC2=C(Cl)C(=O)N(c3ccccc3C)C2=O)c1	7	·
COc1ccc(CN2CCN(Cc3cc(Br)ccc3OC)CC2)c(OC)c1	0	·
CCc1nc(SCC(=O)Nc2nccs2)c2oc3ccccc3c2n1	-3	·

Reprinted at random: four compounds from above.
SMILES	HePTP inhibitor	BAP1 block
O=C(Nc1ccccc1C(=O)O)c1ccc2c(c1)C(=O)N(c1ccc(Br)cc1)C2=O	4	·
O=C(CSc1nnnn1-c1ccccc1)Nc1ccc2nc(SCc3ccccc3)sc2c1	-6	·
COCCN(CC(=O)Nc1ccc(F)cc1)S(=O)(=O)c1ccc(S(=O)(=O)N2CCCC2)cc1	0	85
CCOC(=O)COc1cccc2c(=O)n(CC(=O)N3CCN(C(=O)OCC)CC3)ccc12	-6	90

Part of the list above in order of count of non-hydrogen atoms, descending:
SMILES	HePTP inhibitor	BAP1 block
CCOC(=O)c1c(N=c2oc3cc(O)ccc3cc2C(=O)Nc2ccccc2)sc2c1CCCC2	·	54
COc1cc(S(=O)(=O)N2CCC(O)(c3cccc(C(F)(F)F)c3)CC2)ccc1-n1cnnn1	9	76
COc1ccc(N(CC(=O)Nc2ccc(C)cn2)S(=O)(=O)c2c(C)noc2C)cc1	9	102

The list continues:
SMILES	HePTP inhibitor	BAP1 block
CCCCN=C1CC(C)(C)C(C(=O)OC)C(O)=C1C(=O)CCC (stereo not given)	9	·
O=C(NCc1ccc(F)cc1)c1cc(-c2ccco2)on1	2	105
COc1ccc(-c2cc(C)c3c(ccc4ccccc43)n2)cc1	·	117
Cc1nn(Cc2ccccc2Cl)c(C)c1NC(=O)C1C2CCC(O2)C1C(=O)O (stereo not given)	-9	101
Cc1ccc(C)n1-c1ccccc1C(=O)O	104*	·
C#Cc1cccc(NC(=O)c2cccc(OC)c2)c1	-24	·
COCCNC(=O)c1cc(C(=O)OC)cc([N+](=O)[O-])c1	7	·
O=C1C2C3C=CC(O3)C2C(=O)N1Cc1ccccc1 (stereo not given)	5	·
O=C1NC(=O)C(=Cc2cc(Br)ccc2OCc2cccc3ccccc23)C(=O)N1	-1	·
Cc1cc2oc(C(=O)NC3CCS(=O)(=O)C3)c(C)c2cc1C (stereo not given)	-5	75
Clc1ccc(CN2C3=NCCN3c3ccccc32)cc1	-11	111
O=[N+]([O-])c1ccc(N2CCN(S(=O)(=O)c3ccc(Cl)cc3)CC2)c(C(F)(F)F)c1	5	·
Cc1cc(O)ccc1Nc1nc2ccccc2nc1Nc1ccc(O)cc1C	12&4	63
CCn1c(Cc2ccccc2)nnc1SCC(=O)OC(C)C	1	97
Cc1nnc2n1NC(c1ccc(Cl)cc1)C(C(=O)N1CCC(C)CC1)S2 (stereo not given)	4	109
O=C(Nc1cccc(Cl)c1)C1(c2ccccc2)CC1(Cl)Cl (stereo not given)	4	·
O=C(/C=C/c1ccccc1)c1ccccc1	9	117
CC(=O)OCC(OC(C)=O)C(OC(C)=O)C(OC(C)=O)C(=O)Nc1ccc(C)cc1C (stereo not given)	-12	104
O=C(NCc1nc2ccccc2[nH]1)c1cccs1	-1	96
O=C1c2cccnc2C(=O)N1Cc1ccc(F)cc1	-10	104
C1=CC2CC1CC2CN1CCN(Cc2c[nH]c3ccccc23)CC1 (stereo not given)	-4	·
Cc1cc(/C=C2/SC(=S)N(CC(=O)O)C2=O)c(C)n1-c1ccc([N+](=O)[O-])cc1	8	·
CC(Oc1ccccc1)C(=O)Nc1cc(Cl)cc(Cl)c1 (stereo not given)	9	·
COc1cc(OC)c(NC(=O)c2ccc(Br)o2)cc1Cl	5	98
Cn1nccc1/C=C(/C#N)S(=O)(=O)c1ccccc1	-2	74
CCc1cc2cccc(C)c2nc1SCC(=O)N1CCN(C(=O)c2ccco2)CC1	9	92
CCCCOC(=O)Nc1ccc(S(=O)(=O)Nn2cnnc2)cc1	4	97
O=S(=O)(N1CCCCC1)n1nnc2ccccc21	8	109
CN(C)Cn1c(O)c(N=NC(=O)c2ccncc2)c2cc(Br)ccc21	0	·
CCCCCCn1c(=O)c(-c2nc3ccccc3c(=O)[nH]2)c(O)c2ccccc21	11	·
Cc1ccc(C(C(=O)NCc2ccco2)N(C(=O)Cn2nnc3ccccc32)c2ccccc2)o1 (stereo not given)	6	92
CCOC(=O)CSc1nc2ccsc2c(=O)n1C1CCN(C(=O)OCC)CC1	2	109
CCOc1ccc(N2C(=O)NC(=O)/C(=C/c3ccc(-c4ccc(C(=O)O)c(Cl)c4)o3)C2=O)cc1	103*	·
CN(Cc1cccc(F)c1)C(=O)c1ccc(S(=O)(=O)C(F)F)cc1	7	125
Cc1cccc(C)c1NC(=O)CSc1nc2ccccc2[nH]1	-15	·
C(=NNc1cc(N2CCOCC2)nc(N2CCOCC2)n1)c1cccs1	0	·
Cc1ccc(NC(=O)c2ccco2)c([N+](=O)[O-])c1	8	·
Nc1cc(=O)[nH]c(SCc2nnc(-c3ccccc3)o2)n1	-5	91
Cc1ccc(S(=O)(=O)/C(C#N)=C/c2c(N3CCN(C)CC3)nc3c(C)cccn3c2=O)cc1	3	134
O=C(CSc1n[nH]c(-c2ccccc2)n1)c1cccc([N+](=O)[O-])c1	-17	·
COc1ccc(C(=O)N2CCN(C(=O)c3ccc(F)cc3)CC2)cc1OC	·	62
O=C(Nc1ccccc1)OCCOc1ccccc1	4	96
CCCCCn1c(=N)n(CC(O)COc2ccccc2OC)c2ccccc21 (stereo not given)	11	87
O=C(Nc1ccc2oc(-c3cccnc3)nc2c1)c1cc(I)ccc1Cl	-1	·
CC1CCCN(C(C(=O)Nc2ccc3c(c2)OCO3)c2ccccc2)C1 (stereo not given)	8	90

Among those listed so far, these have a COOH group:
SMILES	HePTP inhibitor	BAP1 block
O=C(Nc1ccccc1C(=O)O)c1ccc2c(c1)C(=O)N(c1ccc(Br)cc1)C2=O	4	·
Cc1nn(Cc2ccccc2Cl)c(C)c1NC(=O)C1C2CCC(O2)C1C(=O)O (stereo not given)	-9	101
Cc1ccc(C)n1-c1ccccc1C(=O)O	104*	·
Cc1cc(/C=C2/SC(=S)N(CC(=O)O)C2=O)c(C)n1-c1ccc([N+](=O)[O-])cc1	8	·
CCOc1ccc(N2C(=O)NC(=O)/C(=C/c3ccc(-c4ccc(C(=O)O)c(Cl)c4)o3)C2=O)cc1	103*	·

The list goes on.
SMILES	HePTP inhibitor	BAP1 block
O=C(CN(CC1CCCO1)C(=O)CCC(=O)Nc1ccccn1)NCC1CCCO1 (stereo not given)	10	88
O=C(O)c1ccccc1C(=O)c1ccc(Cl)c(N2C(=O)c3ccccc3C2=O)c1	8	·
COc1cc2ccccc2cc1C(=O)Nc1ccccc1N1CCN(S(C)(=O)=O)CC1	-2	·
O=C(NNC(=O)C1CCCO1)c1ccc(F)cc1 (stereo not given)	-3	·
O=C(NCCOc1ccccc1F)c1cccc2ccccc12	7	·
O=C(O)Cn1c(-c2cscn2)nc2ccccc21	3	115
COc1cc(C)c(S(=O)(=O)N2CCOCC2)cc1C(C)C	-6	77
O=C(O)CSc1ncnc2c1oc1ccccc12	-12	108
Cc1nccn1S(=O)(=O)c1ccc(Cl)cc1Br	10	·
CCC(C)c1ccc(NC(=O)c2c(-c3ccccc3Cl)noc2C)cc1 (stereo not given)	-17	·
Cc1ccc(Cn2c(CN3CCOCC3)nc3c2c(=O)n(C)c(=O)n3C)cc1	7	90
CCCCCCCCCCCCCCCC(=O)NCC(COP(=O)([O-])OCC[N+](C)(C)C)OCC (stereo not given)	·	107
COCCCNS(=O)(=O)c1ccccc1	3	92
CC1(C)CC(=O)C2=C(C1)NC(Nc1nc3ccccc3o1)=NC21CCCCC1	-6	i
O=C1CCC/C1=c1\s/c(=C\c2cccnc2)c(=O)n1-c1ccccc1	4	·
COC(=O)C1=C(C)N(c2ccc(Cl)cc2)C(=O)/C1=C\c1ccccc1O	-4	·
COc1ccc(-c2nnc(SC(C)C(=O)Nc3cccc(Cl)c3)o2)cc1 (stereo not given)	2	63
CC(=O)c1c(C)[nH]c(C(=O)OC2CCCCC2=O)c1C (stereo not given)	6	110
CCN1C(=O)/C(=C2\SC(=S)N(c3ccccc3)C2=O)c2ccccc21	-2	·
CCOC(=O)C1=C(C)NC2=C(C(=O)CCC2)C1c1cccc(OC)c1OC (stereo not given)	·	74
CC(NC(=O)c1nn(C)c(=O)c2ccccc12)c1ccccc1 (stereo not given)	-4	91
CC(=O)C1=C(O)C(=O)N(CCN(C)C)C1c1ccccc1F (stereo not given)	-23	·
Cc1cc(Cn2ccnc2)c(C)cc1Cn1ccnc1	3&6	110
O=C(C1CCCN(S(=O)(=O)c2cnc[nH]2)C1)N(CCc1ccccc1)Cc1ccccc1 (stereo not given)	4	98
COc1ccc(-c2c(C#N)c(N)nc3c2CCCC3)cc1OC	-11	·
O=C(CCCC(=O)OCC(F)(F)C(F)F)Nc1nccs1	-5&-7	90
CCOc1cc(/C=C2\SC(=S)N(c3ccc(F)cc3)C2=O)ccc1O	7	·
CC(C)CC(NC(=O)OC(C)(C)C)C(=O)NC(C(=O)N1CCCC1C(N)=O)C(C)C (stereo not given)	1	105
O=C1C2CC=C(Cl)CC2C(=O)N1CN(Cc1ccco1)CN1C(=O)C2CC=C(Cl)CC2C1=O (stereo not given)	11&3	104
Cc1ccc(N(CC(=O)Nc2c(C)n(C)n(-c3ccccc3)c2=O)S(C)(=O)=O)cc1	3	·
Cc1c(NC(=O)C2CCCNC2=O)c(=O)n(-c2ccccc2)n1C (stereo not given)	2	93
COc1ccc(OC)c(C2/C(=C(\O)c3ccc(Br)cc3)C(=O)C(=O)N2c2ccccc2)c1 (stereo not given)	-12	·
O=C(CN1CCC(O)(c2ccc(F)cc2)CC1)NCc1ccc(F)cc1	6	90
Cc1cc2c(cc1C)N(CC(=O)N1CCCC1)C(=O)CC(c1ccccc1)=N2	-1	57
NC(=O)C12CC3CC(C1)CC(C(N)=O)(C3)C2	-10	·

Compound activity deposited in PubChem by several laboratories.
